# Compound activity (PubChem)
# Bcl-XL Bim block: human Bim-Bcl-XL interaction inhibition. Q07817. inhibition, % at 10 µM. 190,000 compounds, 0.04% hits. Bim peptide-Bcl-XL binding, bead flow cytometry, fluorescence
# Target sequence (Q07817 whole entry, looked up): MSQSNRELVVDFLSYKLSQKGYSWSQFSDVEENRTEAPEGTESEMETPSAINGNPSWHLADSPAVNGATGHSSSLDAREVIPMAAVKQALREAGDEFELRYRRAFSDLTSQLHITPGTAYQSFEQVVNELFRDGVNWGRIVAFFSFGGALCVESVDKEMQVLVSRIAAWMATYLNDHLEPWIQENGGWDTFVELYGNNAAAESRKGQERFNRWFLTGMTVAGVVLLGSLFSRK
# Mcl-1 Bim block: human Bim-Mcl-1 interaction inhibition; Bead-based flow cytometry, Bim peptide-Mcl-1 binding; AID 1009; Q07820; inhibition, % at 10 µM; 190,000 compounds, 0.1% hits;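 note: 0% = no compound tracer wells and 100% = peptide blocker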
# Bim-Bcl-W: inhibitors of Bim-Bcl-W interaction, human | AID 952 | inhibition, % at 10 µM | bead-based flow cytometry, Bim peptide-Bcl-W binding | 190,000 compounds, 0.02% hits;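 note: 0% = bound tracer without compound and 100% = peptide blocker; higher means less fluorescent Bim peptide bound to Bcl-W beads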
# Target sequence (Q92843 whole entry, looked up): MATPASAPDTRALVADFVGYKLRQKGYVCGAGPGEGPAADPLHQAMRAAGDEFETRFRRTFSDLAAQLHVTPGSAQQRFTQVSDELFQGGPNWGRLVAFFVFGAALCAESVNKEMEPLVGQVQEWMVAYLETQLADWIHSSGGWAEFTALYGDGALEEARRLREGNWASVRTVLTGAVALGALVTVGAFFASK
# Bcl-2 Bim block: disrupts Bim peptide binding to human Bcl-2; Bead-based flow cytometry, Bim peptide-Bcl-2 binding; inhibition, % at 10 µM; 190,000 compounds, 0.06% hits; AID 950; in the data active = inhibition above about 40%; inconclusive = no clear call, values can overlap the other calls;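 note: 0% = no compound wells with probe peptide and 100% = reference peptide inhibitor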
# Target sequence (P10415 whole entry, looked up): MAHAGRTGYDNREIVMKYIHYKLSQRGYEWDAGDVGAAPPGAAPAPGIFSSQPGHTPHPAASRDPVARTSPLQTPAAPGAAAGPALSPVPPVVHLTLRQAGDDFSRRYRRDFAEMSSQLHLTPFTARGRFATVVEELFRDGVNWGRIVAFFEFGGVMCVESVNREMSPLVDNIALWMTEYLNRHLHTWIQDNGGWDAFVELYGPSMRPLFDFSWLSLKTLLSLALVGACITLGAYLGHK
# RGS4-Gao reg: human RGS4-Galphao interaction regulation. P09471. binding response (% of control), % at 10 µM. Multiplexed bead flow cytometry, RGS4-Galphao binding; actives lie on both sides. 220,000 compounds, 0.33% hits; in the data active = binding response below about 49% or above about 150%; inactive = in between;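 note: fluorescent Galphao activated with aluminum fluoride binding bead-coupled RGS4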
# Target sequence (P09471 whole entry, looked up): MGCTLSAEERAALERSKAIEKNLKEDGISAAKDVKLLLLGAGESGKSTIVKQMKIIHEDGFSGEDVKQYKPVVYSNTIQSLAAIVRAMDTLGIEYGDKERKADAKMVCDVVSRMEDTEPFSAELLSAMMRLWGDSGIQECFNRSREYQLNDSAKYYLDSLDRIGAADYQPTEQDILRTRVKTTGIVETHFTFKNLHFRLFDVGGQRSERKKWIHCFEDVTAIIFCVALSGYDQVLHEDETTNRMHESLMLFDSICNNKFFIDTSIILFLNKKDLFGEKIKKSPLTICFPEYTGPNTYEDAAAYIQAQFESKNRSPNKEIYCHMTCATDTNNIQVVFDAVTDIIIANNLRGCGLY
# Bfl-1 Bim block: disrupts Bim binding to human Bfl-1 | AID 1008 | Bead-based flow cytometry, Bim-Bfl-1 binding inhibition | 190,000 compounds, 0.12% hits | inhibition, % at 10 µM | Q16548;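 note: 0% = wells without compound plus tracer and 100% = blocker peptide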
# RGS8-Gao: modulates binding of RGS8 to human Galphao; 220,000 compounds, 0.34% hits; AID 1423; response (percent of control binding), % at 10 µM; P09471; multiplexed bead flow cytometry; actives lie on both sides; in the data active = response below about 60% or above about 140%; inactive = in between;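 note: Galphao activated as the GDP aluminium fluoride complex binding bead-coupled RGS8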
# Bcl-B Bim block: human Bim-Bcl-B interaction inhibition | inhibition, % at 10 µM | bead-based flow cytometry, Bim peptide-Bcl-B binding | 190,000 compounds, 0.073% hits | Q9HD36 | AID 951;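 note: 0% = tracer peptide without compound and 100% = reference inhibitor peptide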
# Mcl1 Bid PPI: Mcl-1/Bid interaction inhibition | Q07820 | TR-FRET Mcl-1/Bid-Dy647 peptide binding, 1536-well | inhibition, % at 21.7 µM | 220,000 compounds, 0.97% hits | AID 1021;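 active = compounds that cut the binding signal by more than half at the single screening dose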;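 note: His-tagged Mcl-1 with europium anti-His antibody binding Bid BH3 peptide; 0% = Mcl-1 plus peptide wells and 100% = peptide-only wells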
# RGS7-Gao: modulates binding of RGS7 to human Galphao. AID 1439. P09471. Multiplexed bead flow cytometry; actives lie on both sides. binding response (% of control), % at 10 µM. 220,000 compounds, 0.35% hits; in the data active = binding response below about 49% or above about 150%; inconclusive = no clear call, values can overlap the other calls; inactive = in between;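 note: fluorescent Galphao held in activated GDP-AlF4 state binding bead-coupled RGS7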
# Mcl1 Noxa PPI: Mcl-1/Noxa interaction inhibition; Q07820; TR-FRET Mcl-1/Noxa peptide binding, 2 h; inhibition, % at 21.7 µM; 220,000 compounds, 1.5% hits;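 active = compounds that cut the protein-peptide binding signal by more than 50% relative to plate controls in a single-dose test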;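 note: His-tagged Mcl-1 with rhodamine Noxa BH3 peptide and terbium anti-His antibody; 0% = Mcl-1 plus Noxa peptide wells and 100% = peptide-only wells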
# * = called active by the depositor; ? = inconclusive; . = no result given. Cut-off read from the data, not from the text of the source, unless noted: active = inhibition above about 40%.
SMILES,Bcl-XL Bim block,Mcl-1 Bim block,Bim-Bcl-W,Bcl-2 Bim block,RGS4-Gao reg,Bfl-1 Bim block,RGS8-Gao,Bcl-B Bim block,Mcl1 Bid PPI,RGS7-Gao,Mcl1 Noxa PPI
CCN(CC)S(=O)(=O)c1ccc2c(c1)nc(CCC(=O)OCC(=O)Nc1cc(OC)cc(OC)c1)n2C,-2,-5,-2,-3,102,0,104,-4,-8,102,21
O=C(Nc1nc2cc3c(cc2s1)OCO3)c1ccco1,.,.,.,.,94,.,96,.,-43,?,12
O=C(O)c1cc(Cl)c(Cl)cc1C(=O)Nc1cccc2cccnc12,-5,1,0,-1,98,-3,97,23,-29,95,30
Nc1c(C(=O)Nc2ccccc2)sc2nc3c(c(-c4ccco4)c12)CCC3,-4,-3,1,-8,97,-14,95,-11,-22,94,12
CCN1CCc2c(C#N)c(N3CCOCC3)nc(N3CCOCC3)c2C1,3,1,0,-10,101,-12,102,-5,-3,96,12
CC1N/C(=C\C(=O)c2ccccc2)N(O)C1(C)C (centres undefined),1,4,4,1,104,-1,105,2,-101,102,3
O=C(N=Nc1c(O)[nH]c2ccc([N+](=O)[O-])cc12)c1ccccc1[N+](=O)[O-],.,.,.,.,93,.,96,.,-8,?,14
CCOC(=O)c1ccc(N2CCN(c3ccc(F)cc3)CC2)c(NC(=O)Nc2cccc(OC)c2)c1,-7,-3,-2,1,89,0,99,-5,-31,87,15
Cc1ccc2sc(N(CCCN(C)C)C(=O)c3ccc(S(=O)(=O)N(C)C)cc3)nc2c1C,-5,-1,-1,-1,100,-5,100,-10,-17,106,26
Cc1cccc(NC(=O)c2cc([N+](=O)[O-])ccc2Cl)c1O,-1,0,0,-3,111,-3,106,-4,-21,107,12
CCOC(=O)c1ccc([N+](=O)[O-])cc1NC(C)=O,0,-2,-1,1,106,0,98,0,1,107,-17
COc1ccc(-c2nc3ccccc3n2Cc2ccc(C)cc2)cc1,1,2,9,0,104,0,110,-1,8,118,14
O=C(NCCO)c1nc2ccccc2s1,-2,-2,-3,-4,102,0,98,-6,2,100,1
Cc1oc(-c2ccccc2)cc1C(=O)NC(Cc1c[nH]c2ccccc12)C(=O)O (centres undefined),-1,-1,0,0,97,0,101,-1,-70,98,35
CC1(C)CC(=O)C2=C(C1)NC(=S)C(C#N)C21CCCCC1 (centres undefined),.,.,.,.,101,.,91,.,-126,?,7
O=C(/C=C/c1ccc2c(c1)OCO2)Nc1cc(S(=O)(=O)N2CCOCC2)ccc1N1CCOCC1,-2,0,0,5,99,0,101,-1,-15,98,-10
N#CC1=C(SCc2ccccc2)NC(=O)CC1c1ccco1 (centres undefined),-6,-2,-1,-5,102,-14,98,-9,-52,96,13
Cc1ccc(N=C2NC(=O)CC(C(=O)Nc3ccc4c(c3)OCO4)S2)cc1 (centres undefined),-2,0,-5,0,93,0,88,-3,-22,97,-2
Cc1ccccc1NC(=O)CN(c1ccc(F)cc1)S(C)(=O)=O,-1,-1,0,-2,96,-2,100,-3,-4,96,0
Cc1cc(NC(=O)CSc2nnc(-c3c[nH]c4ccccc34)n2C)no1,-2,0,-2,-3,111,1,114,1,1,112,1
NC(=O)c1ccc(CN2CCC(Cc3ccccc3)CC2)cc1,1,1,0,-1,100,0,99,2,3,99,0
CCN(C(=O)COC(=O)c1ccccc1NC(=O)c1ccco1)C1CCS(=O)(=O)C1 (centres undefined),1,2,0,-1,94,-4,97,-1,-25,109,15
Cc1[nH]c2ccccc2c1C(=O)COC(=O)c1ccc([N+](=O)[O-])s1,-1,0,0,-1,103,-3,106,-1,10,104,21
NC1=NC(c2cn[nH]c2-c2cccc(F)c2)n2c(nc3ccccc32)N1 (centres undefined),-6,-3,-5,-6,101,-7,100,-6,-64,?,-2
CCN(CC)CCNC(=S)Nc1ccc(Cl)cc1,-14,-7,-10,-8,102,-10,101,-15,-24,102,0

# Additional results.
SMILES,Bcl-XL Bim block,Mcl-1 Bim block,Bim-Bcl-W,Bcl-2 Bim block,RGS4-Gao reg,Bfl-1 Bim block,RGS8-Gao,Bcl-B Bim block,Mcl1 Bid PPI,RGS7-Gao,Mcl1 Noxa PPI
O=C(Nc1nnc(C2CCCCC2)s1)c1ccc(Br)s1,-1,-3,0,0,100,-2,99,-1,-22,101,-26
CCOC(=O)c1ccccc1NC(=O)CSc1nnc(Cc2cccn2C)n1-c1ccc(C)cc1,-1,0,7,-6,100,-6,98,-5,-27,102,7
CCN(CC)CCn1c(OC)cc(=O)[nH]c1=O,-4,-2,0,-9,99,-12,96,-9,-20,101,13
Cn1c(=O)c2c(ncn2CC(=O)Nc2ccc(Cl)cc2Cl)n(C)c1=O,0,1,1,-4,104,-11,105,-8,-26,101,-12
CCSc1nnc(-c2cccnc2)n1-c1ccc(C)c(Cl)c1,-2,-1,4,-2,99,-9,101,-6,-37,100,8
CCc1c(C)sc(NC(=O)c2cc(-c3ccc(OC)c(OC)c3)on2)c1C#N,-7,-2,-1,-7,101,-16,101,-6,4,99,26
COc1ccc(C=NC(CO)C(O)c2ccc([N+](=O)[O-])cc2)cc1 (centres undefined),-3,-4,-2,-2,94,-4,97,-2,-25,95,10
CCN(CC)CCN1c2ccccc2Sc2ccc3ccccc3c21,.,.,.,.,98,.,99,.,-27,?,20
Cc1ccc(S(=O)(=O)N2CCN(S(=O)(=O)c3ccccc3)C2c2ccc(N(C)C)cc2)cc1 (centres undefined),-3,1,0,-6,100,-11,100,-1,-54,98,16
COc1ccc(NC(=O)COC(=O)Cc2c(F)cccc2Cl)cc1OC,0,0,3,0,102,-4,100,-1,-25,?,13
COc1cccc(C(=O)COC(=O)c2n[nH]c(=O)c3ccccc23)c1,-4,-1,-2,-4,102,-5,100,-1,-28,102,-9
c1ccc(CCNc2ncnc3sccc23)nc1,-3,6,-1,-4,98,-4,99,-2,-37,?,10
CC(Cc1ccccc1)NC(=S)CN1CCCC1=S (centres undefined),.,.,.,.,98,.,98,.,-110,?,-5
CC1CN(C(=O)Cn2c(C(F)(F)F)nc3ccccc32)CC(C)O1 (centres undefined),-5,-3,-1,-9,100,-16,103,-7,-24,102,-9
Cc1cccc(NC(=O)Nc2cccc(C#N)c2)n1,-8,-2,-7,-6,101,-11,98,-9,-8,97,-7
CCC(NC(=O)c1cccc(Cn2nc(C)c([N+](=O)[O-])c2C)c1)c1ccc(C(C)C)cc1 (centres undefined),-4,-2,4,0,102,-3,102,-3,-10,100,-1
CCCc1[nH]nc2c1C(c1ccccc1OCC)C(C#N)=C(N)O2 (centres undefined),-12,-2,-4,-9,105,-14,105,-8,-9,102,2
CSc1nn2c(C(F)(F)F)cc(C(F)(F)F)nc2c1C(N)=O,.,.,.,.,105,.,106,.,32,?,37
CC(=O)Nc1c(NCC(C)C)c2ccccc2oc1=O,3,3,3,0,108,-5,106,-1,-15,109,13
CCn1nnnc1NC(=O)c1cc(Cl)c(OC)c(Cl)c1,0,1,-2,-2,102,-7,107,-6,-17,102,16
O=C(COc1ccc(Cl)cc1Br)NNC(=O)C(=O)N1CCCCC1,-3,-2,2,-8,102,-6,103,-7,-25,100,-8
CCCCCn1c(C(Cc2ccccc2)NC(=O)COC)nc2ccccc21 (centres undefined),-4,-3,0,-7,106,-12,108,-9,5,101,12
CC1=CC(C)(C)n2c(O)c(N=NC(N)=S)c3cccc1c32,-6,-4,-6,-9,105,-14,100,-9,-90,101,11
CCn1c2ccccc2c2cc(N=C3SC(CC(=O)Nc4ccccc4OC)C(=O)N3CCOC)ccc21 (centres undefined),-4,-2,-1,-3,99,0,104,-1,-97,99,3
O=C(NCc1cccnc1)c1nc(-c2cccs2)no1,-2,0,-3,-4,103,-5,102,-3,-8,?,8

# Gathered by group, those above with a Cl atom (eight)
SMILES,Bcl-XL Bim block,Mcl-1 Bim block,Bim-Bcl-W,Bcl-2 Bim block,RGS4-Gao reg,Bfl-1 Bim block,RGS8-Gao,Bcl-B Bim block,Mcl1 Bid PPI,RGS7-Gao,Mcl1 Noxa PPI
O=C(O)c1cc(Cl)c(Cl)cc1C(=O)Nc1cccc2cccnc12,-5,1,0,-1,98,-3,97,23,-29,95,30
Cc1cccc(NC(=O)c2cc([N+](=O)[O-])ccc2Cl)c1O,-1,0,0,-3,111,-3,106,-4,-21,107,12
CCN(CC)CCNC(=S)Nc1ccc(Cl)cc1,-14,-7,-10,-8,102,-10,101,-15,-24,102,0
Cn1c(=O)c2c(ncn2CC(=O)Nc2ccc(Cl)cc2Cl)n(C)c1=O,0,1,1,-4,104,-11,105,-8,-26,101,-12
CCSc1nnc(-c2cccnc2)n1-c1ccc(C)c(Cl)c1,-2,-1,4,-2,99,-9,101,-6,-37,100,8
COc1ccc(NC(=O)COC(=O)Cc2c(F)cccc2Cl)cc1OC,0,0,3,0,102,-4,100,-1,-25,?,13
CCn1nnnc1NC(=O)c1cc(Cl)c(OC)c(Cl)c1,0,1,-2,-2,102,-7,107,-6,-17,102,16
O=C(COc1ccc(Cl)cc1Br)NNC(=O)C(=O)N1CCCCC1,-3,-2,2,-8,102,-6,103,-7,-25,100,-8

# Carrying on:
SMILES,Bcl-XL Bim block,Mcl-1 Bim block,Bim-Bcl-W,Bcl-2 Bim block,RGS4-Gao reg,Bfl-1 Bim block,RGS8-Gao,Bcl-B Bim block,Mcl1 Bid PPI,RGS7-Gao,Mcl1 Noxa PPI
CCOC(=O)N1CCN(C(=O)c2ccccc2N(C)S(C)(=O)=O)CC1,-3,-4,-7,-6,108,-3,109,-6,-9,109,5
COc1ccc2c(C)cc(SCC(=O)N(C)C3CCS(=O)(=O)C3)nc2c1 (centres undefined),1,-4,-7,0,99,2,97,0,3,?,5
COc1ccc(OCCn2c(=O)sc3ccccc32)cc1,-2,3,0,0,97,-3,98,0,-6,98,16
COc1ccccc1/C=C(/C(=O)OCC(N)=O)c1ccccc1,0,0,-2,-1,100,0,100,0,-8,104,-7
O=C(Cn1cc(C(F)(F)F)ccc1=O)N/N=C/c1cccc(Cl)c1,-7,0,-1,-6,95,0,99,0,6,96,7
COc1ccc(S(=O)(=O)Nc2ccccc2)cc1OC,-1,-6,0,-3,99,-1,99,-2,-17,99,15

# Entries of single compounds, looked up by structure:
# CCN(CC)S(=O)(=O)c1ccc2c(c1)nc(CCC(=O)OCC(=O)Nc1cc(OC)cc(OC)c1)n2C is entered as Bcl-XL Bim block: -2; Mcl-1 Bim block: -5; Bim-Bcl-W: -2; Bcl-2 Bim block: -3; RGS4-Gao reg: 102; Bfl-1 Bim block: 0; RGS8-Gao: 104; Bcl-B Bim block: -4; Mcl1 Bid PPI: -8; RGS7-Gao: 102; Mcl1 Noxa PPI: 21
# COc1ccc(C=NC(CO)C(O)c2ccc([N+](=O)[O-])cc2)cc1 (centres undefined) is entered as Bcl-XL Bim block: -3; Mcl-1 Bim block: -4; Bim-Bcl-W: -2; Bcl-2 Bim block: -2; RGS4-Gao reg: 94; Bfl-1 Bim block: -4; RGS8-Gao: 97; Bcl-B Bim block: -2; Mcl1 Bid PPI: -25; RGS7-Gao: 95; Mcl1 Noxa PPI: 10
